Epigenetic derep: regulators of epigenetic silencing causing reporter derepression in mouse cells. murine LDR cells, GFP reporter derepression, 30 h. Potency, µM (top dose mostly 53.9 µM), for inactives: at the top dose GFP activation, most hits filed as activators. hit rate 0.2% among 280,000. AID 1865; further: potency means the concentration at half of the fitted maximal effect; % of control where 0% means no effect; nearly all actives have a fitted effect of over 60% in size
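Murine LDR cells bearing a silenced CMV-driven GFP reporter were exposed to compound for 30 h at 37 C. After PBS washes, GFP-positive cells (20-120 um objects) counted by laser-scanning microplate cytometry.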
HttQ103 aggreg: inhibitors of mutant huntingtin aggregate formation in PC12 cells | PC12 HttQ103-GFP aggregates, Acumen cytometry, 40 h | Potency, µM (doses to about 46.1 µM), inactives show top-dose activity change, negative = inhibition, usual class: inhibitors | hit rate 1.1% among 220,000; further: potency means the concentration at half of the fitted maximal effect; on the % scale 0 is the no-effect control and ±100 the full control effect; nearly all actives have a fitted effect of over 60% in size
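PC12 cells stably carrying ecdysone-inducible HTT exon 1 Q103–GFP were induced with tebufenozide (100 nM final) and treated with library compounds in titration. GFP aggregates in lysates were counted by laser scanning cytometry.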
IMPase Li inh: membrane-permeable IMPase blocker, potentiated with lithium. CHO-M1 cells, IP1 TR-FRET (IP-One), carbachol + lithium. Potency, µM (titrated, usually from 59.4 µM), for the others: top-dose activity, negative = IMPase inhibition, hits mostly inhibitors. hit rate 0.35% among 210,000. AID 1457;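 further: IP1 builds up when IMPase is blocked and the TR-FRET signal falls; potency means the concentration at half of the fitted maximal effect; plate controls were basal vehicle for no effect and high inhibitor control for full effect; nearly all actives have a fitted effect of over 50% in size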
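Test compounds were applied to CHO-M1 cells previously cultured for 16–30 h at 2000 per well. A small lithium amount accompanied them; after 30 min at 37C, IP1 was quantified by TR-FRET.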
Lamin A splicing: changes lamin A minigene splicing in HeLa cells | AID 1487 | hit rate 0.01% among 200,000 | HeLa LMNA splicing GFP/RFP minigene ratio, 48 h | Potency, µM (doses to about 46.1 µM), inactives show at the highest dose ratio change, negative = inhibition, usual class: inhibitors; active means well fitted inhibition curve with a large enough effect in the signal ratio, with a control signal flat, not every such curve was filed as active; inconclusive means small, poorly fitted or top-dose-only effect, or effect the other way, or a change in a side signal; the % refers to the signal ratio; further: potency means the concentration at half of the fitted maximal effect; on the % scale 0 is the no-effect control and ±100 the full control effect
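S3 HeLa stable clones carrying a lamin A-EGFP splicing minigene plus DsRed2 were seeded at 600 cells/well in Opti-MEM with 2% FBS, pin-dosed and incubated 48 h at 37°C. Acumen cytometry (488 nm) gave the GFP/RFP total-intensity ratio.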
Luc counter: counter-screen: inhibitors of Kinase-Glo firefly luciferase. Q27757. Kinase-Glo luciferase, ATP luminescence, 8 min. Potency, µM (titrated, usually from 38.3 µM), inactives show at the top dose activity change, negative = inhibition, most hits filed as inhibitors. hit rate 0.28% among 200,000; further: potency means the concentration at half of the fitted maximal effect; on the % scale 0 is the no-effect control and ±100 the full control effect; nearly all actives have a fitted effect of over 60% in size
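Compound is pinned into ATP-containing buffer (10 uM ATP, imidazole pH 7.2, 7 mM MgCl2). Kinase-Glo luciferase reagent is then added. Light output is recorded following an 8-min room-temperature incubation.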
CBFb-RUNX1 inh: inhibitors of human CBF-beta and RUNX1 interaction; AID 1477; AlphaScreen CBFb-His/RUNX1-biotin binding, biochemical; Potency, µM (series often up to 59.8 µM), inactives show at the highest dose activity, negative = inhibition, hits mostly inhibitors; Q01196+Q13951; 230,000 tested, under 10 active; further: % of control where 0% means no effect
Target sequence (Q01196 whole entry, looked up): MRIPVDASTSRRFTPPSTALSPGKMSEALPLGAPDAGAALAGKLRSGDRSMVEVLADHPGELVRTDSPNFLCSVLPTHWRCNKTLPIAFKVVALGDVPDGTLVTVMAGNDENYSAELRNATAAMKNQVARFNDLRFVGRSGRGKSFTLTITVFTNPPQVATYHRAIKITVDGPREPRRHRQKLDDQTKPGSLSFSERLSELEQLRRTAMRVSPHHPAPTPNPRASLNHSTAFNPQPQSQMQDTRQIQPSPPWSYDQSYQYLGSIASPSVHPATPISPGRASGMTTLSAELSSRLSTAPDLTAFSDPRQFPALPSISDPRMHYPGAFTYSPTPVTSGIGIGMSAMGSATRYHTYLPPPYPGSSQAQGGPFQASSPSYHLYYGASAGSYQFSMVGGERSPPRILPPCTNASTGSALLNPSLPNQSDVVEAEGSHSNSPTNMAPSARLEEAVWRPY
Target sequence (Q13951 whole entry, looked up): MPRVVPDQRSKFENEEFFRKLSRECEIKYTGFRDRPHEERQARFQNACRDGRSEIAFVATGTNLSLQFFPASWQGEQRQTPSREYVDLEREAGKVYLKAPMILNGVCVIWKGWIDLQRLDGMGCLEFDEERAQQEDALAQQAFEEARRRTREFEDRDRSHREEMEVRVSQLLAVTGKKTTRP
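Interaction loss through any mechanism counts as activity. Pre-formed complex of His-CBF-beta and biotin-RUNX1 (30 nM apiece) is incubated with compound 15 min, then with 50 ng nickel and 50 ng streptavidin beads for 90 min before AlphaScreen detection.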
NPSR antagonist: neuropeptide S receptor (human) antagonism, cAMP; CHO-NPSR cells, cAMP TR-FRET, antagonist mode; Potency, µM (highest dose often 38.3 µM), for inactives: at the top dose activity change, negative = inhibition, usual class: inhibitors; hit rate 1% among 220,000; AID 1461; further: potency means the concentration at half of the fitted maximal effect; on the % scale 0 is the no-effect control and ±100 the full control effect; nearly all actives have a fitted effect of over 50% in size; many of its hits are not listed in these tables
Target sequence (Q6W5P4 whole entry, looked up): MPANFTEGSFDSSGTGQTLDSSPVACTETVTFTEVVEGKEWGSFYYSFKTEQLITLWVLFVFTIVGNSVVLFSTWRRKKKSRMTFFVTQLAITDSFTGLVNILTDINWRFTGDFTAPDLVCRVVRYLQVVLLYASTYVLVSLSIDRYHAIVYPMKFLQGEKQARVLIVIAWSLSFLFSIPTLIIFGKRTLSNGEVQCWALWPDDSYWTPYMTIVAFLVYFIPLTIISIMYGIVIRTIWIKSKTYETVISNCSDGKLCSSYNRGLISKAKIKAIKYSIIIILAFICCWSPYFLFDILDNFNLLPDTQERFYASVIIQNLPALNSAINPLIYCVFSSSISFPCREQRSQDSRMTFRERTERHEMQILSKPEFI
* hit, by the source's call; ? = inconclusive; . = no result given; & = joins results of further samples; [ ] = another dose, or the depositor's remark. Unless noted, the call rests on the fitted dose curve; in most records, active means well fitted curve in the direction sought with a large enough effect; inconclusive means small, poorly fitted or top-dose-only effect, or another doubt; inactive means no such curve, though single readings can be large; an effect the other way counts as inactive or inconclusive.

SMILES | Epigenetic derep | HttQ103 aggreg | IMPase Li inh | Lamin A splicing | Luc counter | CBFb-RUNX1 inh | NPSR antagonist
Cn1c(=O)oc2cc(S(=O)(=O)NCCC(=O)NCCc3ccccc3)ccc21 | -7.2% | 4% | -3% | -9% | 5% | 9% | -9%[46.1 µM]
COc1ccc(-c2c(C)oc3ccc(C)cc23)cc1 | -0.1% | -2% | -13%[38.3 µM] | 5% | -2% | 26% | -19%[46.1 µM]
CC(C)=CCc1c(O)cc2oc3c(CC=C(C)C)c(O)c(O)c(CC=C(C)C)c3c(=O)c2c1O | 2.4% | 16%[9.22 µM] | . | . | . | -4% | -47%
CCN(c1ccccc1)S(=O)(=O)c1ccc(Cl)c(NC(=O)Nc2ccc(Cl)cc2C#N)c1 | -1.3% | ? | 9% | ? | -3% | -13% | -39%
O=C(C(c1ccccc1)c1ccccc1)N1CCN(CC(O)COc2ccccc2)CC1 (configuration not stated) | -1.0% | ? | 47%[activator][38.3 µM] | -4% | 3% | -6% | -14%[46.1 µM]
CCC1=C2CC[C@H]3C(=O)N(C)C(=O)[C@H]3[C@H]2[C@@]2(Cc3ccccc3)C(=NCC(=O)OC)OC(=O)N2C1=O | 2.0%&0.0% | -33%[9.22 µM] | -4% | . | 1% | 0%&5% | 17%
COCC(C)n1c(SCc2nc(N)nc(Nc3ccccc3C)n2)nc2ccccc2c1=O (configuration not stated) | -2.9% | 27% | 39%[activator][38.3 µM] | 4% | 16% | 4% | -13%[46.1 µM]
CCN(CC)c1ncc(C)c(=O)[nH]1 | -6.3% | -2% | 5%[38.3 µM] | -11% | 5% | 6% | 4%[46.1 µM]
CC(C)CNC(=S)NC(=O)c1ccc(F)cc1 | -1.8% | 3% | 3% | 6% | 2% | 3% | -9%
Cc1ccc(CNC(=O)c2ccc(CNc3c(N4CCCC4)c(=O)c3=O)cc2)cc1 | 8.8% | -20% | 3%[38.3 µM] | 5% | -1% | -3% | -6%[46.1 µM]

Entries listed so far that contain nitrogen in an aromatic ring (three):
SMILES | Epigenetic derep | HttQ103 aggreg | IMPase Li inh | Lamin A splicing | Luc counter | CBFb-RUNX1 inh | NPSR antagonist
Cn1c(=O)oc2cc(S(=O)(=O)NCCC(=O)NCCc3ccccc3)ccc21 | -7.2% | 4% | -3% | -9% | 5% | 9% | -9%[46.1 µM]
COCC(C)n1c(SCc2nc(N)nc(Nc3ccccc3C)n2)nc2ccccc2c1=O (configuration not stated) | -2.9% | 27% | 39%[activator][38.3 µM] | 4% | 16% | 4% | -13%[46.1 µM]
CCN(CC)c1ncc(C)c(=O)[nH]1 | -6.3% | -2% | 5%[38.3 µM] | -11% | 5% | 6% | 4%[46.1 µM]

Continued.
SMILES | Epigenetic derep | HttQ103 aggreg | IMPase Li inh | Lamin A splicing | Luc counter | CBFb-RUNX1 inh | NPSR antagonist
CC(NC(=O)Nc1nccs1)(C(F)(F)F)C(F)(F)F | -4.0% | 3%[9.22 µM] | -6%[38.3 µM] | -1% | 1% | 1% | -10%[46.1 µM]
CC1CCC/C(=N/NC(=O)c2ccccc2-n2cccc2)C1 (configuration not stated) | 0.1% | 4% | -1% | -5% | -4% | 2% | 6%
O=C(Nc1ccc(N2CCOCC2)cc1)c1ccc2c(c1)OCO2 | 0.1% | -12%[9.22 µM] | 11% | ? | -16% | -4% | 5%
COc1ccc(CC2C(=O)OC(C)(C)OC2=O)cc1 | 4.1% | 10% | -8%[38.3 µM] | 5% | 1% | 1% | ?
N=C1C(=O)OCC1c1cc(Cl)ccc1NC(=O)Nc1ccccc1 (configuration not stated) | 0.0% | 1% | -5% | -17% | 2% | 2% | -2%[46.1 µM]
O=C(Cn1ncc2c1-c1ccccc1OC2)Nc1ccc(Cl)cn1 | -0.8% | -15% | 20%[38.3 µM] | -8% | 1% | 9% | -19%[46.1 µM]
NC(=O)CN1CCN(S(=O)(=O)c2ccc(Cl)cc2)CC1 | -1.3% | 3%[9.22 µM] | 4% | 2%[46 µM] | 2% | 6% | 4%
O=C(NC(=S)N1CCc2ccccc21)c1ccccc1 | 2.6% | 13% | . | ? | . | 1% | -6%[46.1 µM]
O=C(Cc1csc(NC(=O)c2ccccc2)n1)NO | 1.0% | 2% | 0% | -20%[46 µM] | 0% | ? | 7%
CCOC(=O)CSC1=C(C#N)C(c2ccccc2OC)CC(=O)N1 (configuration not stated) | 0.7% | -8% | 6%[38.3 µM] | ? | 6% | -4% | -13%[46.1 µM]
COC(=O)c1cc(=O)n(CCc2ccc(OC)c(OC)c2)c(=Nc2ccc(F)c(Cl)c2)s1 | ? | ? | 10%[38.3 µM] | ? | -3% | -9% | ?
O=C(NC1=NCCS1)c1ccc(N2CCCC2=O)cc1 | -4.2% | 1% | 1% | 3%[46 µM] | -1% | 11% | 6%
COc1ccc2[nH]c(=S)cc(C)c2c1 | -3.9% | 20%[9.22 µM] | . | . | . | 11% | -31%
Cc1cccc2c(N)c3c(nc12)CCCC3 (tested in a mixture with another compound) | 1.0% | . | 21% | . | -7% | 1% | 4%
Cc1ccc(S(=O)(=O)NNC(=O)c2ccoc2C)cc1 | 4.4% | 16%[9.22 µM] | . | . | . | 0% | 14%
O=C(Nc1cc2c(cc1Br)OCCO2)c1cccs1 | -1.0% | -11% | 21%[38.3 µM] | -13% | 14% | 10% | -10%[46.1 µM]
CCCCCCc1cc2cc(C(=O)Nc3ccccc3OC)c(=O)oc2cc1O | -1.1% | -11% | -1% | -13% | 3% | -3% | -20%
N#C/C(=C\Nc1ccccc1SC(F)(F)F)c1nc(-c2ccc(Cl)cc2)cs1 | -1.0% | -20% | -2% | ? | 6% | -3% | 2%
CCCOc1ccc(C2C(C(=O)OC)=C(C)N=C3SCCC(=O)N32)cc1OCC (configuration not stated) | -1.1% | 12% | 5%[38.3 µM] | 2% | -2% | -1% | -11%[46.1 µM]
CCOc1ccc(C(=O)N/N=C/c2c(C)[nH]c(=O)[nH]c2=O)cc1 | 6.5% | -29%[9.22 µM] | . | . | . | 2% | 12%
CCC(=O)N1CCC(c2ccc(OC)cc2)=N1 | -1.1% | -3% | 0% | -6% | -2% | 17% | 10%
Cc1cc(C(=O)N/N=C/c2cccc([N+](=O)[O-])c2O)n[nH]1 | -2.2% | ? | 7% | -19% | 2% | ? | -16%
CCOC(=O)Cn1c(=O)oc2cc(S(=O)(=O)NCCCc3ccccc3)ccc21 | -0.8% | -4% | 29%[38.3 µM] | -3% | 2% | 7% | 13%[46.1 µM]
Cc1ccnc(NC2OC(=O)c3ccccc32)c1 (configuration not stated) | -1.0% | -1% | 33%[38.3 µM] | 2% | -8% | 2% | 5%[46.1 µM]
O=C(C1=C[C@H](c2ccc3c(c2)OCO3)C[C@H](OCc2ccc(CO)cc2)O1)N1CCOCC1 | -1.4% | 16%[9.22 µM] | 2% | . | . | -11% | -13%
CCOC(=O)C(Cc1c[nH]c2ccccc12)NC(=O)c1ccco1 (configuration not stated) | -1.1% | -1% | -9%[38.3 µM] | -5% | -6% | -2% | -27%[46.1 µM]
O=C(COC(=O)CN1C(=O)C2CCCCC2C1=O)Nc1cc(S(=O)(=O)N2CCOCC2)ccc1Cl (configuration not stated) | -1.8% | 24% | 7% | 8% | 1% | 5% | 0%
O=C(c1ccco1)N1CCN(C(=O)C(c2ccccc2)c2ccccc2)CC1 | 1.2% | 5% | 0% | -14% | 1% | 10% | -2%[46.1 µM]
COCCNC(=O)C(OC(=O)CC1Sc2ccccc2NC1=O)c1ccccc1 (configuration not stated) | 0.0% | 14% | 4% | -11% | 2% | -12% | -9%[46.1 µM]
CC(C)(C)NC[C@@H](O)COc1nsnc1N1CCOCC1 | -0.5% | . | 8% | . | 0% | 21% | .

Filtered by structure: those above containing a CF3 group.
SMILES | Epigenetic derep | HttQ103 aggreg | IMPase Li inh | Lamin A splicing | Luc counter | CBFb-RUNX1 inh | NPSR antagonist
CC(NC(=O)Nc1nccs1)(C(F)(F)F)C(F)(F)F | -4.0% | 3%[9.22 µM] | -6%[38.3 µM] | -1% | 1% | 1% | -10%[46.1 µM]
N#C/C(=C\Nc1ccccc1SC(F)(F)F)c1nc(-c2ccc(Cl)cc2)cs1 | -1.0% | -20% | -2% | ? | 6% | -3% | 2%

New compounds follow:
SMILES | Epigenetic derep | HttQ103 aggreg | IMPase Li inh | Lamin A splicing | Luc counter | CBFb-RUNX1 inh | NPSR antagonist
C=CCOn1c(=O)c(-c2cccs2)[n+]([O-])c2ccccc21 | 1.4% | 23% | 21%[38.3 µM] | -2% | 1% | -3% | 5%[46.1 µM]
Cc1ccc(C(=O)Nc2ccc(Cc3ccncc3)cc2)cc1[N+](=O)[O-] | -0.7% | 13µM* | 10%[38.3 µM] | 3% | -2% | -3% | ?
CN(C)/C=N/c1sccc1C(N)=O | -0.7% | -11% | -6%[38.3 µM] | 10% | -1% | -4% | -16%[46.1 µM]
CC(=O)c1ccc(NC(=O)C(C)n2nc(-c3ccccc3)c3cc(Cl)ccc32)cc1 (configuration not stated) | 0.6% | 21% | 2% | ? | 2% | -1%[2.36 µM] | -37%
CCOC(=O)N1CCN(C(=O)Cc2ccc(C)cc2)CC1 | -2.1% | -10% | 0%[38.3 µM] | -1% | 4% | 2% | -5%[46.1 µM]
COc1ccc(CN2CCN(C(=O)c3cccs3)CC2)cc1Br | 0.0% | -7% | -2%[38.3 µM] | -11% | 0% | -7% | -7%[46.1 µM]
Clc1ccc(C2=NNC(=NCc3ccccc3)SC2)cc1 | 0.5% | 29% | -4% | . | 1% | -3% | -25%
Cc1[nH]n(-c2ccccc2)c(=O)c1/C=N/NC(=O)COc1ccccc1[N+](=O)[O-] | 0.0% | ? | -4% | ? | -2% | ? | -7%
CCOCCc1c(O)nc(SCCOc2ccc(C)c(C)c2)[nH]c1=O | 2.4% | 17%[9.22 µM] | 6% | . | -1% | 7% | -3%
Cc1ccccc1-n1c(C)cc(/C=C2\NC(=O)NC2=O)c1C | 3.5% | 3% | 41%[activator] | 7% | -11% | -12% | 25%[46.1 µM]
O=C(O)/C=C\C(=O)Nc1ccc(Oc2ccc(Br)cc2)cc1 | 0.0% | . | 2% | 22%[46 µM] | -2% | -7% | 2%

Screens (PubChem)

Not all compounds are listed (hit frequency here may not be typical).
